Screening data as filed in PubChem BioAssay.
RGS8-Gao: modulates binding of RGS8 to human Galphao; multiplexed bead flow cytometry; actives lie on both sides; hit rate 0.34% among 220,000; response (percent of control binding), % at 10 µM; P09471; AID 1423; in the data active = response below about 60% or above about 140%; inactive = in between;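 also: Galphao activated as the GDP aluminium fluoride complex binding bead-coupled RGS8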
Target sequence (P09471 whole entry, looked up): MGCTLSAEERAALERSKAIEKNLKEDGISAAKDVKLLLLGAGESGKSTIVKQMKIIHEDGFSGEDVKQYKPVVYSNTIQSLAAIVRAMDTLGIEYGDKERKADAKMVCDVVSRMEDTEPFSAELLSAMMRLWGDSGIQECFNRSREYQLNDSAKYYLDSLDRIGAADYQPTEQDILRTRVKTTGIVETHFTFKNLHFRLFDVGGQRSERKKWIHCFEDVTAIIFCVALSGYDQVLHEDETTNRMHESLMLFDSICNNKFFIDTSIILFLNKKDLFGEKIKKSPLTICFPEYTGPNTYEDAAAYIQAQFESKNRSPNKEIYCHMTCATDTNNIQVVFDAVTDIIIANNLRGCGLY
Mcl1 Bid PPI: disrupts binding of human Mcl-1 to Bid peptide. AID 1021. TR-FRET Mcl-1/Bid-Dy647 peptide binding, 1536-well. inhibition, % at 21.7 µM. hit rate 0.97% among 220,000;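 active = compounds that cut the binding signal by more than half at the single screening dose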;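 also: His-tagged Mcl-1 with europium anti-His antibody binding Bid BH3 peptide; 0% = Mcl-1 plus peptide wells and 100% = peptide-only wells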
Cdc42 wt GTP: human Cdc42 wildtype GTP binding change, either direction. hit rate 0.2% among 190,000. GST-Cdc42 beads, Bodipy-GTP binding, flow cytometry; actives lie on both sides. AID 761. percent activity (GTP binding), % at 10 µM. P60953;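 active = percent activity GTP binding at least 20 points away from the 100% baseline, either down as inhibitor or up as activator; inconclusive = compound flagged as likely green fluorescent from well-wide comparison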;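 also: median bead fluorescence of bound Bodipy-FL-GTP at 100 nM; 0% = excess unlabeled GTP control and 100% = no compound control; below 100% means less GTP binding so inhibitor and above means activator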
Target sequence (P60953 whole entry, looked up): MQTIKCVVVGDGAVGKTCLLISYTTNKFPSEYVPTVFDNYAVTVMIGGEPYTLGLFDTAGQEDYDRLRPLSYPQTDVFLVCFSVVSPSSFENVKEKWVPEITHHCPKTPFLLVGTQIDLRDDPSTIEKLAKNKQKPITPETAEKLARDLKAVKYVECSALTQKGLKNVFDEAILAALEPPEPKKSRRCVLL
Pf gametocyte: P. falciparum stage V gametocyte viability inhibition; P. falciparum stage V gametocytes, ATP luminescence, 24 h; inhibition, % at 10.9 µM; hit rate 0.065% among 150,000;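 active = inhibition above the mean plus 3 SD of compounds within the control limits, set per campaign, cut at about 38% in these data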;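 also: 0% = DMSO wells and 100% = medium only without gametocytes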
Rab2A wt mod: changes GTP binding to wildtype dog Rab2A, up or down; hit rate 0.19% among 190,000; GTP binding activity, % at 10 µM; GST-Rab2 wt beads, Bodipy-GTP binding, flow cytometry; AID 760;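 active = GTP binding activity at least 20 points away from 100%, either lowered or raised; inconclusive = signal likely due to the compound's own green fluorescence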;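 also: 0% = beads with excess unlabeled GTP and 100% = no-compound control corrected for plate trend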
Mcl1 Noxa PPI: Mcl-1/Noxa interaction inhibition; inhibition, % at 21.7 µM; AID 1022; TR-FRET Mcl-1/Noxa peptide binding, 2 h; Q07820; hit rate 1.5% among 220,000;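 active = compounds that cut the protein-peptide binding signal by more than 50% relative to plate controls in a single-dose test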;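 also: His-tagged Mcl-1 with rhodamine Noxa BH3 peptide and terbium anti-His antibody; 0% = Mcl-1 plus Noxa peptide wells and 100% = peptide-only wells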
Rab7 wt GTP bind: alters GTP binding to wildtype dog Rab7; hit rate 0.055% among 190,000; AID 758; GTP binding activity (percent of control), % at 10 µM; GST-Rab7 beads, fluorescent GTP binding, flow cytometry; actives lie on both sides; untreated = 100%, excess cold GTP = 0%;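 active = fluorescent GTP binding to Rab7 beads changed by at least 20 points from the 100% baseline, either direction, mostly lower; inconclusive = compound itself probably fluorescent, or too few beads counted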;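 also: median green fluorescence of bound Bodipy-FL-GTP per Rab7 bead population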
HRas wt GTP: human HRas wildtype GTP binding, change in either direction | P01112 | GST-Ras wt beads, Bodipy-FL-GTP binding, flow cytometry; actives lie on both sides | GTP binding activity, % at 10 µM | hit rate 0.14% among 190,000 | AID 759;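 active = GTP binding activity at least 20% away from the 100% baseline, either lowered as inhibitor or raised as activator; inconclusive = flagged as likely green fluorescent, judged across all proteins in the well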;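 also: 0% = unlabeled GTP competition control and 100% = no-compound control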
Target sequence (P01112 whole entry, looked up): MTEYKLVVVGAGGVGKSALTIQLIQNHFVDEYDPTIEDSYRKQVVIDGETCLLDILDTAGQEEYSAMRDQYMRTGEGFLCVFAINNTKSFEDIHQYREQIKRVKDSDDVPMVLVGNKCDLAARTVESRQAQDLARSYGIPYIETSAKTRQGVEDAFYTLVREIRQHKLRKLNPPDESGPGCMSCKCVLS
Rac1 wt GTP bind: alters GTP binding to wildtype human Rac1 | GST-Rac1 beads, fluorescent GTP binding, flow cytometry; actives lie on both sides; 0 = cold GTP competed, 100 = untreated | GTP binding activity (% of control), % at 10 µM | hit rate 0.27% among 190,000 | AID 757;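 active = GTP binding activity at least 20 points away from the 100% control level, either lower or higher; inconclusive = compound flagged as likely green fluorescent, judged across all proteins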
Rac1 act GTP bind: human Rac1 activated mutant GTP binding change; P63000; GST-Rac1 activated beads, fluorescent GTP binding, flow cytometry; actives lie on both sides; 100% means binding = to untreated wells; percent activity (GTP binding), % at 10 µM; hit rate 0.11% among 190,000;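 active = GTP binding at least 20 percentage points away from the 100% baseline, in either direction, so actives lie on both sides; inconclusive = Compound likely fluorescent itself, or too few beads counted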
Mcl-1 Bim block: human Bim-Mcl-1 interaction inhibition. inhibition, % at 10 µM. Q07820. hit rate 0.1% among 190,000. Bead-based flow cytometry, Bim peptide-Mcl-1 binding; in the data active = inhibition above about 40%;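 also: 0% = no compound tracer wells and 100% = peptide blocker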
* hit, by the source's call; ? = inconclusive; nt = not tested or not shown.

Compound	Rac1 act GTP bind	Rab2A wt mod	Rab7 wt GTP bind	Mcl-1 Bim block	HRas wt GTP	Pf gametocyte	Rac1 wt GTP bind	Mcl1 Bid PPI	Mcl1 Noxa PPI	Cdc42 wt GTP	RGS8-Gao
Cc1cccc2cc(/C=N/NC(=O)c3ccccc3O)c(Cl)nc12	97	92	101	-3	95	-6	98	28	83*	97	93
O=C(NCc1ccccn1)c1cccs1	101	105	101	-6	103	nt	108	-19	10	104	101
CN(NC(=O)COc1ccccc1)c1ccccc1	102	99	102	-8	100	nt	106	94*	-16	106	99
CCN(C(=O)COC(=O)c1cc(-c2ccccc2)nc2c1c(C)nn2-c1ccccc1)C1CCS(=O)(=O)C1 (stereo not given)	101	103	102	-2	103	-7	106	-2	-59	104	83
COc1ccc(C(=O)Nc2ccc(N3CCN(c4ccc(OC)cc4)CC3)c(C#N)c2)cc1	94	95	99	0	95	12	97	9	6	95	98
CCC(Cc1ccccc1)n1c(=S)[nH]c2ccccc2c1=O (stereo not given)	96	98	96	-3	99	nt	105	-57	-7	99	100
Cc1ccc(O)c(-c2cc(C(=O)NCc3ccc4c(c3)OCO4)[nH]n2)c1	91	93	97	-1	96	nt	100	-5	21	98	103
COc1ccccc1CNc1ccc2nnc(CCNC(=O)c3ccccc3)n2n1	94	96	102	1	96	1	97	-24	4	93	99
Cc1cc(NC(=O)CSc2nc3ccccc3c(=O)n2CCCC(=O)NCc2ccco2)n[nH]1	103	107	98	0	105	-15	105	-19	5	108	101
Oc1ccc(-c2cn3cc(C(F)(F)F)ccc3n2)cc1	102	101	95	-5	101	10	102	-30	-2	101	104
O=C(O)c1cccc(-c2ccc(/C=N/NC(=O)c3cccnc3)o2)c1	96	93	102	3	96	nt	92	-37	10	99	104
Cc1cc(C)n(/N=C/c2cccc([N+](=O)[O-])c2)c(=O)c1	98	97	100	-3	97	nt	101	-30	11	101	120
Cn1nccc1CNC(=O)c1c(Cl)cnn1C	101	100	105	1	102	nt	107	2	-9	100	99
CCN(Cc1ccccc1)c1ccc(/C=N/N2CCOCC2)cc1	98	101	100	-1	101	4	102	-46	64*	100	102
CCn1nc(NC(=O)c2ccncc2)c2cc3ccc(C)cc3nc21	94	100	98	0	98	-6	98	-2	15	99	104
COc1ccc(OC)c(-c2c3c([nH]c(=S)c2C#N)CCCC3)c1	94	92	96	-4	94	10	96	-38	16	93	75
COc1cc(NC(=O)C2CCCC2)c(OC)cc1Cl	95	97	98	-3	99	-17	97	5	-18	98	101
Cc1ccc2nsnc2c1NC(=O)c1ccc(-c2cc(Cl)ccc2Cl)o1	97	97	97	2	100	nt	101	31	51*	101	99
COc1ccc(CN2CC(C(=O)NCc3cccc(OC)c3)CC2=O)cc1 (stereo not given)	94	95	98	5	94	nt	91	-20	9	93	87
Clc1nc(-c2n[nH]nc2Cl)n[nH]1	97	97	98	-2	96	nt	101	20	27	96	102
Cc1ccc(S(=O)(=O)Nc2ccccc2CNc2ccc(Br)cn2)cc1	98	96	100	-3	100	-3	102	4	10	99	100
Cc1ccc(S(=O)(=O)N2C(=O)C(C)SC2=Nc2ccccc2)cc1 (stereo not given)	97	98	98	1	97	-12	102	-22	5	98	104
COc1ccc(CCNS(=O)(=O)c2cccc(C(=O)O)c2)cc1OC	102	102	105	4	103	-25	105	8	12	104	102
CS(=O)(=O)N1CCN(c2ccccc2NC(=O)c2ccc([N+](=O)[O-])o2)CC1	94	99	98	0	100	-4	106	-16	21	101	100
COc1ccc(NC(=O)C2CCCN(C)C2)cc1OCC(C)C (stereo not given)	96	99	96	-1	99	nt	102	-9	-13	100	107
COc1ccccc1Nc1nc(=O)[nH]nc1C	101	104	98	0	106	nt	105	-10	8	108	97
COc1ccc(NC(=O)CSc2nc3cccnc3n2C)cc1	99	99	102	0	97	3	100	-1	-22	97	102
COc1ccc(-c2nnc3ccc(SCC(=O)Nc4nc5ccccc5s4)nn23)cc1OC	98	93	93	-2	92	1	100	-61	-289	96	103
Cc1onc(-c2ccccc2)c1C(=O)Nc1ccc(OC(C)C)cc1	102	102	102	0	101	nt	108	4	-2	103	101
C=CCNC(=O)COC(=O)/C=C/c1cccs1	93	97	101	4	97	-11	95	-15	-1	96	107
CCCOc1ccc(-c2csc(NC(=O)CN3C(=O)CCC3=O)n2)cc1	99	96	97	-5	99	nt	105	-19	14	101	91
CC1(N2CCCCC2)CC2(O)C(=[N+]1[O-])CCC/C2=N\O (stereo not given)	95	95	95	0	97	nt	96	0	0	98	99
Cc1ccc2cc(C#N)c(NCc3ccco3)nc2c1	100	101	99	0	101	7	101	-2	13	103	101
CC1CCCC(C)N1Cc1cn2ccccc2n1 (stereo not given)	99	100	99	-2	103	0	108	-13	0	103	104
Cc1ccc(Oc2ccc3c(c2)C(=O)N(c2ccc(S(=O)(=O)Nc4nccs4)cc2)C3=O)cc1	94	92	91	-3	93	nt	96	-29	23	94	89
COc1cccc(NC(=O)/C=C/c2ccco2)c1	96	97	97	-2	97	-8	99	-22	23	97	93
O=c1c2ccccc2[nH]c(=S)n1CCN1CCN(Cc2ccccc2)CC1	99	98	99	0	100	8	100	-30	19	100	103
Cc1ccc(C(=O)Nc2sc3c(c2C(=O)NCc2ccco2)CCCC3)cc1	100	98	96	1	100	nt	104	-2	3	101	104
CCn1c(=O)cc(OCC(=O)Nc2ccccc2N2CCN(C)CC2)c2ccccc21	103	103	104	-1	104	nt	108	2	21	104	101
Cc1ccccc1OCC(=O)N/N=C/c1cc2ccccc2nc1Cl	98	98	96	0	99	nt	101	-33	1	96	105
COc1cc(CNC(C)c2ccccc2)c(Br)cc1OCC(N)=O (stereo not given)	98	97	98	0	100	nt	99	-26	3	95	101
COc1ccc(OC)c2c1CCC2=O	99	104	101	-7	102	nt	103	7	-4	104	100
OC(Cc1cccnc1)(Cc1cccnc1)c1cc2ccccc2[nH]1	100	102	100	-2	101	5	102	-16	23	102	97
Cc1cc(NC(=O)C2CCCN(S(=O)(=O)c3c(C)noc3C)C2)no1 (stereo not given)	99	97	95	-2	97	nt	100	-21	-2	96	97
Cc1cc(C)c(C#N)c(SCC(=O)NC(C)(C)C)n1	101	100	101	2	100	nt	105	-15	-28	102	92
O=C(C1=C(O)C(=O)N(CC2CCCO2)C1c1cccnc1)c1ccco1 (stereo not given)	96	100	103	-2	98	nt	99	16	15	100	104
O=C(CSCc1ccc(Cl)cc1)Nc1ccccc1O	90	94	103	-4	93	-12	92	-28	-3	95	98
CN(C)S(=O)(=O)c1cccc(C(=O)OCC(=O)Nc2ccccc2OC(F)F)c1	93	97	95	-5	97	nt	96	28	1	96	95
O=C(COc1ccccc1)NCC1CCCO1 (stereo not given)	98	102	102	-3	101	2	106	-12	17	103	102
COc1ccc(C(=O)C(CN2CCOCC2)c2ccccc2)cc1F (stereo not given)	98	102	101	-1	102	nt	100	8	18	102	100
COc1cc(C(=O)NCC(c2ccco2)N2CCCC2)ccc1OCc1c(C)noc1C (stereo not given)	101	101	101	0	101	15	106	-15	4	102	110
Cc1cc(C)n(CC2CC(=O)N(c3cc(Cl)cc(Cl)c3)C2=O)n1 (stereo not given)	102	100	98	-2	99	nt	101	12	-1	102	103
CCN(CC)CCOC(c1ccccc1)c1ccc(C)cc1 (stereo not given)	100	98	100	0	98	nt	105	0	12	100	103
NC(=O)c1ccc[n+](CCC[n+]2cccc(C(N)=O)c2)c1	94	95	101	1	96	16	99	12	5	95	102
N#CC1=C2Nc3ccccc3N2C(=O)NC1(c1ccccc1)C(F)(F)F (stereo not given)	102	105	106	-1	103	nt	109	5	20	102	104
COC(=O)c1ccc(C2C(Oc3ccc(OC)cc3)C(=O)N2CCc2ccc(OC)c(OC)c2)cc1 (stereo not given)	?	?	?	-6	?	-11	?	-11	12	?	101
Cc1nc(SCC(=O)N2CC(=O)Nc3ccccc32)c2c(C)c(C)sc2n1	89	85	87	1	88	nt	88	0	16	88	98
CC(C(=O)NC1CCCC1)N(Cc1ccco1)C(=O)c1snc(C(=O)NC2CCCC2)c1N (stereo not given)	96	98	99	-3	100	nt	97	37	90*	100	92
Cc1noc(C(=O)NCc2ccc(F)cc2)c1Cl	95	99	99	-1	99	nt	95	-16	8	98	103
O=S(=O)(Nc1ccc(S(=O)(=O)Nc2ccccc2)cc1)c1ccccc1	94	95	95	-2	96	4	97	4	9	100	98

Following part
Compound	Rac1 act GTP bind	Rab2A wt mod	Rab7 wt GTP bind	Mcl-1 Bim block	HRas wt GTP	Pf gametocyte	Rac1 wt GTP bind	Mcl1 Bid PPI	Mcl1 Noxa PPI	Cdc42 wt GTP	RGS8-Gao
O=C(COc1ccccc1)NNC(=S)NC(=O)c1ccccc1	96	97	104	-8	99	nt	98	-46	-41	96	105
COc1ccc(C(=O)c2nc3c(n2O)CCCC3)cc1OC	104	103	100	-1	103	2	112	-34	6	110	106
COc1cc2c(cc1OC)C(SC)=NC1(CCCC1)C2	96	96	102	13	99	20	97	-9	6	94	103
Cc1cc(-c2nnc(CCC(=O)N(C)Cc3ccsc3)o2)no1	96	98	98	0	96	14	101	0	9	98	103
CC(SCc1cc(=O)n2c([nH]c3ccccc32)c1C#N)C(=O)O (stereo not given)	91	94	102	0	94	-21	96	-29	33	96	102
CCOC(=O)N1CCN(C(=O)CCc2c(C)nc3c(c(C)nn3-c3ccc(C)c(C)c3)c2C)CC1	98	101	102	-1	100	nt	99	11	48	99	99
COc1ccc(Cl)cc1N(CC(=O)NC1CC1)S(=O)(=O)c1ccc(C)c([N+](=O)[O-])c1	93	94	103	-5	95	-1	97	-18	6	92	103
O=C(CSc1ncn[nH]1)Nc1ccc(S(=O)(=O)Nc2ncccn2)cc1	97	97	96	3	98	nt	98	-29	11	99	101
CCOc1cc(N2CCOCC2)c(OCC)cc1NC(=O)Cc1ccc(OC)c(OC)c1	98	101	103	0	101	nt	102	-33	3	100	102
O=C(NNc1nc(-c2ccccc2)cs1)c1ccccc1	98	101	99	0	101	-2	105	-56	-4	100	104
COc1ccc(C(=O)NC(Nc2ccccc2)C(Cl)(Cl)Cl)cc1 (stereo not given)	99	98	100	-2	100	8	99	12	-12	100	99
O=C(Nc1nnc(-c2ccccc2)o1)Nc1ccccc1Cl	94	98	99	-1	97	nt	97	-12	-2	101	99
